EBNA-1 inhibitor = EBNA-1 DNA-binding inhibitors, primary screen, biochemical, fluorescence polarization; actives 0.34% (n = 300,000); AID 1950, 2009; inhibition, % at 14.8 µM; in the data active means inhibition above about 28%
ZTA counter = ZTA (EBV) inhibition in EBNA-1 counter-screen. P03206. ZTA-DNA binding, fluorescence polarization. inhibition, % at 11 µM. actives 0.15% (n = 320,000). AID 2234; in the data active means inhibition above about 33%
Target sequence (P03206 whole entry, looked up): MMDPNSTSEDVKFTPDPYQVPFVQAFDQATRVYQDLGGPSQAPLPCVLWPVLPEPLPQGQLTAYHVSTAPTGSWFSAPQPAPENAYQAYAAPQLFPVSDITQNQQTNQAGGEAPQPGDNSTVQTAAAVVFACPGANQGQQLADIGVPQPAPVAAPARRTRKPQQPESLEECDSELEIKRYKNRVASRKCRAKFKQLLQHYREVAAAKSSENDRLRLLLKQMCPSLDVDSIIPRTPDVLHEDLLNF
CR mimetic SO = reduction of superoxide in aged yeast, primary screen, HTS. S. cerevisiae aged cells, superoxide DHE fluorescence; stronger effect = lower value. superoxide response (% of plate mean), % at 10 µM. actives 0.18% (n = 330,000);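 active means superoxide response under a set limit, about three screen SD below normal, cut at about 65% in these data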;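 further: yeast aged for seven days with compound at 30 °C before DHE staining; 100% = average MFI of all compound-treated wells on the plate with controls excluded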
PP1 inh = PP1-alpha phosphatase inhibitors, primary screen, counter-screen for PP5 inhibitor project, biochemical, fluorescence, OMFP substrate, single point. Serine/threonine-protein phosphatase PP1-alpha catalytic subunit (Homo sapiens), P62136. purified PP1alpha. inhibition, % at 6.7 µM. actives 0.9% (n = 320,000);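 active means inhibition above the mean inhibition of all tested compounds plus 3 SD, computed separately for each screening campaign, cut at about 15% in these data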
Target sequence (P62136 whole entry, looked up): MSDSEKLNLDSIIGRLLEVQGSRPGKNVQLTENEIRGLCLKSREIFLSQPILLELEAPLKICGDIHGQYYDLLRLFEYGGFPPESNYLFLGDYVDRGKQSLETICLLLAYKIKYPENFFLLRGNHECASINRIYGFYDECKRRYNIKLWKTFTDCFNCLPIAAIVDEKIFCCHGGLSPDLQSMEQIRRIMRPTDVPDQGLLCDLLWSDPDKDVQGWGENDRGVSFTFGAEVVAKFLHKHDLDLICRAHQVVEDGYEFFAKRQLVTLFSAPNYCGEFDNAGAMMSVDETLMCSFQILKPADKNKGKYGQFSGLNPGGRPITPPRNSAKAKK
core dimer inh = inhibitors of HCV core protein dimerization, primary screen, biochemical, TR-FRET, high-throughput. TR-FRET GST/Flag-core106 dimerization, 1536-well. actives 0.33% (n = 300,000). inhibition, % at 5 µM;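 active means inhibition above the mean of all tested compounds plus 3 SD, set per screening campaign, cut at about 45% in these data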
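Assay system: GST-tagged and Flag-tagged HCV core protein residues 1-106 / Times: compound-protein-antibody incubation 4 h at 22.5 °C / Signal: time-resolved FRET, ex 340 nm, em 617 and 671 nm / Evaluation: % inhibition based on acceptor/donor emission ratio / Benchmarks: wells lacking GST-core106 and wells with excess unlabelled core106 / Repeats: singlicate, one well per compound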
CTSL1 counter = Fasciola hepatica cathepsin L1 inhibitors, primary screen, counter-screen for PFM18AAP inhibitor project, biochemical, QFRET, fluorogenic peptide substrate; recombinant F. hepatica cathepsin L1, Z-Leu-Arg-MCA fluorescence; inhibition, % at 5.96 µM; actives 0.49% (n = 300,000); AID 1906, 2009;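 active means inhibition above the mean of all tested compounds plus 3 SD, set per screening campaign, cut at about 17% in these data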;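 further: 0% = plate median of test compound wells and 100% = 1 µM Z-Phe-Ala-diazomethylketone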
JMJD2C inh = inhibitors of GASC-1 histone demethylase, primary screen, biochemical, fluorescence, DELFIA europium; AID 2099, 2009; actives 0.069% (n = 330,000); GST-JMJD2C(1-420) H3K9me3 demethylation; inhibition, % at 2.35 µM; Lysine-specific demethylase 4C (Homo sapiens), Q9H3R0;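 active means more than half of a compound's replicate wells show inhibition beyond 50%, single wells judged on their own value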;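 further: signal counts dimethyl H3K9 product captured on neutravidin plate; 0% = median of DMSO wells and 100% = 0.3 times that DMSO median; strong numbers were not always called active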
Target sequence (Q9H3R0 1-420 limits assumed): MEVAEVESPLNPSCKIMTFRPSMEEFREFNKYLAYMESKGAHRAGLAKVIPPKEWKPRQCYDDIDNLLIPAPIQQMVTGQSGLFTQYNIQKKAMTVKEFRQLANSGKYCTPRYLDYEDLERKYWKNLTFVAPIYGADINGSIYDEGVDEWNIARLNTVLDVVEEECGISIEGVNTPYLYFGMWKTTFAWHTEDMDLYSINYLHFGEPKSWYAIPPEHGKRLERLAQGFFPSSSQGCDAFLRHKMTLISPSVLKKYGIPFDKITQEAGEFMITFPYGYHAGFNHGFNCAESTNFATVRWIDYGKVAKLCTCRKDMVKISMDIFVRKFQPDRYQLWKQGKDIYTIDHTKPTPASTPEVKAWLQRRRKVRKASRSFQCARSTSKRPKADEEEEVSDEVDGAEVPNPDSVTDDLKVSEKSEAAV
TPT1 inhibitor = Candida albicans TPT1 enzyme inhibitors, primary screen, biochemical, fluorescence polarization. actives 0.81% (n = 300,000). recombinant caTPT1, FP RNA substrate dephosphorylation. tRNA 2'-phosphotransferase TPT1 (Candida albicans SC5314). AID 1962, 2009. inhibition, % at 5 µM;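 active means inhibition above the mean of all tested compounds plus 3 SD, set per screening campaign, cut at about 24% in these data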;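 further: plate controls were DMSO alone for no effect and ferristatin control at 100 nM for full effect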
PP5 inh = PP5 phosphatase inhibitors, primary screen, biochemical, fluorescence. Serine/threonine-protein phosphatase 5 (Homo sapiens), P53041. actives 0.18% (n = 320,000). inhibition, % at 6.7 µM. AID 1987, 2009. purified PP5c, OMFP substrate fluorescence;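 active means inhibition above the campaign's mean inhibition across all tested compounds plus 3 SD, cut at about 9.5% in these data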;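 further: 0% = DMSO only and 100% = 100 µM cantharidin control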
Active calls of the source: *; · = not tested or not shown. An unsorted share of the library; about 3.1% have a hit in one of these screens.

canonical_smiles	JMJD2C inh	ZTA counter	core dimer inh	PP1 inh	CR mimetic SO	CTSL1 counter	EBNA-1 inhibitor	PP5 inh	TPT1 inhibitor
Cn1ccnc1SCC(=O)Nc1cccc([N+](=O)[O-])c1	-21.3	7.2	-2.0	-2.7	90.0	0.9	-1.7	-2.2	1.3
Cc1nc(Cl)sc1C(=O)Nc1ccc(C(F)(F)F)cc1	-19.3	-18.5	-14.9	0.3	104.7	4.6	-3.2	4.5	-0.3
CCOc1ccc(C(=O)NCC(=O)OCC(=O)N2CCCCC2)cc1	14.3	3.7	-2.6	-3.4	97.5	-16.6	1.6	-0.2	-4.7
Cc1cc(NC(=S)N(CCN2CCCCC2)Cc2ccco2)ccc1Cl	2.7	-12.4	2.9	-1.7	106.3	3.8	0.5	-0.6	-0.4
COc1cccc(-c2nnc(SCC(=O)OC(C)C)n2N)c1	-12.7	2.7	1.1	-1.8	127.5	-2.2	0.8	-1.4	1.9
CN(C)C(=S)c1ccc2ccccc2n1	10.4	-11.4	2.5	-0.3	100.1	0.1	7.8	0.5	-0.8
Cc1ccc(CSc2nnc([C@@H]3CCCN3)o2)cc1	8.7	14.6	0.8	-3.4	113.8	-1.9	3.8	0.4	0.7
CCOc1ccc(OCCCC(=O)N2CCN(S(=O)(=O)c3ccc(Cl)cc3)CC2)cc1	2.7	-1.8	-1.1	-5.0	96.8	0.6	-5.0	0.1	-3.4

Another view of part of the listing above:
Cc1cc(NC(=S)N(CCN2CCCCC2)Cc2ccco2)ccc1Cl
  JMJD2C inh = 2.7 | ZTA counter = -12.4 | core dimer inh = 2.9 | PP1 inh = -1.7 | CR mimetic SO = 106.3 | CTSL1 counter = 3.8 | EBNA-1 inhibitor = 0.5 | PP5 inh = -0.6 | TPT1 inhibitor = -0.4

Cn1ccnc1SCC(=O)Nc1cccc([N+](=O)[O-])c1
  JMJD2C inh = -21.3 | ZTA counter = 7.2 | core dimer inh = -2.0 | PP1 inh = -2.7 | CR mimetic SO = 90.0 | CTSL1 counter = 0.9 | EBNA-1 inhibitor = -1.7 | PP5 inh = -2.2 | TPT1 inhibitor = 1.3

Remaining list, next part:
canonical_smiles	JMJD2C inh	ZTA counter	core dimer inh	PP1 inh	CR mimetic SO	CTSL1 counter	EBNA-1 inhibitor	PP5 inh	TPT1 inhibitor
COc1ccc(NC(=O)c2ccc(-n3c(C)ccc3C)cc2)c(OC)c1	-0.5	-2.7	6.2	-2.2	95.3	1.6	0.2	-2.6	1.9
O=C(O)CCN=Cc1c(O)c2ccccc2oc1=O	-13.9	-16.6	-2.9	-0.9	102.2	0.7	-4.6	0.7	-3.2
O=S(=O)(Nc1ccc(-c2csc(-c3ccccc3)n2)cc1)c1ccccc1	0.9	-6.6	-5.8	-1.1	89.0	0.3	5.5	1.8	1.1
CC1(C)CC(=O)C2=C(C1)N=C1SCCC(=O)N1C2c1ccc(C(F)(F)F)cc1 (configuration not stated)	-14.0	17.3	-1.9	-0.1	86.6	8.5	2.5	0.0	1.9
CCCC(=O)c1cc(F)c(N2CCN(S(=O)(=O)c3ccccc3)CC2)cc1C	2.1	-28.2	-4.5	1.5	92.0	-2.5	0.3	4.6	-5.6
COc1ccc(CN2CCNC(=O)C2CC(=O)NCC2CCOCC2)c(C)c1C (configuration not stated)	6.8	-3.8	-0.9	-0.2	101.7	2.2	6.7	-0.7	-1.5
CC(C)(C)CC(=O)Nc1cc2c3c(c1)CCN3C(=O)CC2	1.8	-0.6	-6.7	-2.1	116.5	0.5	-5.5	-1.2	-4.9
O=C(NCCC1=CCCCC1)c1cc(COc2ccc(F)cc2Cl)on1	8.3	-8.8	-4.8	0.8	81.1	0.1	-9.2	2.5	-2.4
NC(=O)NC(=O)CSc1nc2sc(-c3ccccc3)cc2c(=O)n1-c1ccccc1	-4.2	-10.2	4.4	-1.4	96.0	2.8	-6.4	2.2	0.7
Cc1nc(C)n(C(C)CNS(=O)(=O)c2ccc(C)c(C)c2)n1 (configuration not stated)	5.7	3.7	-9.7	-0.4	95.5	5.3	-2.6	1.4	-4.6
CC1CCCCN1C(=O)c1ccc(C(=O)N2CCCCC2C)cc1 (configuration not stated)	0.7	-1.7	5.7	-18.0	94.7	3.0	-8.7	0.5	-1.9
O=C(N/C(=C/c1cccc([N+](=O)[O-])c1)C(=O)N1CCCC1)c1ccccc1	-9.0	-7.3	-12.2	-7.7	100.7	9.8	0.5	-6.1	-6.5
Cc1ccc(NC(=O)c2ccc(S(=O)(=O)NCC3CCCO3)cc2)cc1C (configuration not stated)	17.2	-11.3	0.1	2.0	97.5	-1.4	5.9	0.4	-1.9
CN(CC(=O)N1CCN(c2ccccn2)CC1)S(=O)(=O)c1ccc(Br)cc1	-36.4	-4.8	4.3	-3.0	120.7	-1.1	1.1	-1.5	4.1
COc1ccc(-c2cc(C(=O)Nc3cccnc3Cl)no2)cc1	2.0	16.0	8.2	1.2	101.6	-5.0	8.8	-0.2	0.6
CCN(CC(=O)N1CCc2ccccc2C1)S(=O)(=O)c1ccc2ccccc2c1	6.7	-3.0	6.1	4.3	98.7	-2.1	5.4	4.1	3.9

Part of the list above, with each value named.
Cc1ccc(CSc2nnc([C@@H]3CCCN3)o2)cc1
  JMJD2C inh: 8.7; ZTA counter: 14.6; core dimer inh: 0.8; PP1 inh: -3.4; CR mimetic SO: 113.8; CTSL1 counter: -1.9; EBNA-1 inhibitor: 3.8; PP5 inh: 0.4; TPT1 inhibitor: 0.7

Cc1nc(C)n(C(C)CNS(=O)(=O)c2ccc(C)c(C)c2)n1 (configuration not stated)
  JMJD2C inh: 5.7; ZTA counter: 3.7; core dimer inh: -9.7; PP1 inh: -0.4; CR mimetic SO: 95.5; CTSL1 counter: 5.3; EBNA-1 inhibitor: -2.6; PP5 inh: 1.4; TPT1 inhibitor: -4.6

Next compounds follow:
canonical_smiles	JMJD2C inh	ZTA counter	core dimer inh	PP1 inh	CR mimetic SO	CTSL1 counter	EBNA-1 inhibitor	PP5 inh	TPT1 inhibitor
N#CCC(=O)N/N=C/c1cn(Cc2ccc3ccccc3c2)c2ccccc12	0.2	-19.1	7.3	13.6	112.0	1.2	-1.5	1.8	2.6
O=C(COC(=O)/C=C/c1ccccc1Cl)NCc1ccco1	-4.1	7.0	3.4	-2.8	107.0	-10.0	2.9	-3.3	2.9
Cc1cc(OCC(=O)N2CCN(c3ccccn3)CC2)c(C)cc1Br	-6.1	-3.7	-6.7	-4.8	95.3	2.1	-2.7	-2.9	-2.5
O=C(COc1ccc(Cl)cc1Br)Nc1ccccc1N1CCCC1	5.3	5.6	-8.4	-3.9	89.4	-2.9	4.0	1.5	-1.5
CCN(CC)CCNC(=O)/C(=C\c1cccn1C)NC(=O)c1cccs1	-9.2	-7.0	-0.8	1.8	82.0	1.0	-4.7	-0.4	-0.2
CCOc1ccc(N2CC(C(=O)Nc3nnc(CC)s3)CC2=O)cc1 (configuration not stated)	-19.9	3.8	3.9	1.1	107.3	-7.9	-4.6	-0.3	1.7
COc1ncccc1-c1nnn(-c2ccc(C)cc2)n1	26.2	-2.7	-6.1	-7.3	103.1	-8.4	4.4	2.8	1.9
CC(=O)Nc1ccc(S(=O)(=O)N2CCCN(c3nc(C)cc(C)c3C#N)CC2)cc1	2.6	5.0	7.1	-4.6	112.5	-3.4	5.3	0.1	-5.5
CNC(=S)N1N=C(c2ccc(OC)cc2)CC1c1ccccc1Cl (configuration not stated)	-2.3	-11.5	2.1	-4.0	97.4	-0.5	-7.8	2.0	-7.9
CCOC(=O)C(=O)c1c(-c2ccc(C)cc2)nc2ccccn12	4.7	3.9	1.1	-2.5	98.7	3.2	3.6	-2.5	0.7
Cc1ccc(N(CC(=O)NCc2ccc(Cl)cc2)S(C)(=O)=O)cc1	1.7	1.3	-4.4	-5.5	103.9	-2.2	0.6	4.2	-1.9
COc1ccc(/C(N)=N/OC(=O)CSc2ccc(C)cc2)cc1	-13.6	-20.2	-3.3	0.6	85.1	-13.7	4.2	1.4	3.3
O=C(O)CCN1C(=O)c2ccccc2Sc2ncccc21	-3.4	-2.2	7.5	-0.8	119.2	-0.8	-6.8	0.7	-1.1
CC[C@@]12C(=O)N(c3cccc(Cl)c3)C(=O)N1[C@H](c1ccc(Br)cc1)[C@@H]1C(=O)N(C(C)(C)C)C(=O)[C@@H]12	-6.7	5.2	-5.9	7.3	92.4	3.5	2.6	2.8	-1.6
O=C(COc1ccccc1[N+](=O)[O-])NCCCN1CCCC1=O	·	2.5	·	-2.9	100.1	·	·	-0.3	·
CCN(CC(=O)Nc1ccc(NC(C)=O)cc1)C(=O)c1ccccc1SCc1c(C)noc1C	29.4	6.1	8.4	-5.4	97.4	-0.7	5.4	0.3	0.1

Two compounds picked at random from the list so far, as already listed:
canonical_smiles	JMJD2C inh	ZTA counter	core dimer inh	PP1 inh	CR mimetic SO	CTSL1 counter	EBNA-1 inhibitor	PP5 inh	TPT1 inhibitor
Cc1ccc(N(CC(=O)NCc2ccc(Cl)cc2)S(C)(=O)=O)cc1	1.7	1.3	-4.4	-5.5	103.9	-2.2	0.6	4.2	-1.9
CCOC(=O)C(=O)c1c(-c2ccc(C)cc2)nc2ccccn12	4.7	3.9	1.1	-2.5	98.7	3.2	3.6	-2.5	0.7

(next part)
canonical_smiles	JMJD2C inh	ZTA counter	core dimer inh	PP1 inh	CR mimetic SO	CTSL1 counter	EBNA-1 inhibitor	PP5 inh	TPT1 inhibitor
O=C(COC(=O)Cc1ccc(Cl)cc1)Nc1cc(S(=O)(=O)N2CCOCC2)ccc1N1CCCC1	-24.3	-1.8	0.8	0.0	103.9	-0.2	15.1	1.3	-5.2
CCCCNC(=O)c1ccc2c(=O)n(CCCOCC)c(=S)[nH]c2c1	3.1	6.0	-4.5	-1.9	100.8	1.1	4.6	0.3	0.3
Cc1c(Cl)cnc(NC(=O)COC(=O)c2cc3c(s2)CCC(C)C3)c1Cl (configuration not stated)	-2.8	6.8	31.4	1.3	111.8	-0.8	12.8	-1.4	0.0
NS(=O)(=O)c1ccc(CCNC(=O)Cc2ccc(Cl)cc2)cc1	5.7	-13.0	-4.6	-3.4	95.9	-1.8	-1.2	4.6	1.7
O=C(CSc1ccc(Cl)cc1)N1CCN(c2c(Cl)cccc2[N+](=O)[O-])CC1	-5.1	-9.1	17.6	8.1	101.6	-0.2	-9.3	3.5	-1.1
Cc1ccc(Cn2c(-c3nonc3N)nc3ccccc32)cc1	-4.2	6.1	5.0	-0.5	103.1	0.6	3.2	2.5	5.6
Cc1ccc(C(=O)Nc2cc(Cl)ccc2N2CCCCC2)s1	0.9	-7.5	2.9	-3.4	107.1	-0.8	-7.0	0.4	0.4
CCn1cc(C(=O)NCCCN2CCN(C)CC2)c(=O)c2cc(S(=O)(=O)N3CCc4ccccc4C3)ccc21	4.9	5.0	2.4	4.5	90.6	4.5	1.0	1.4	3.5

Screens (PubChem BioAssay)
